phage Ecoli inh: E. coli growth loss with phage present; growth absorbance; inhibition, % at 11.9 µM; hit rate 0.26% among 360,000; AID 651602; in the data active = inhibition above about 11%
HTR5A inv ag: counter-screen for OPRM1-OPRD1 inverse agonists: human HTR5A inverse agonism | P47898 | HTR5A cell line, luminescence | inhibition, % at 9.3 µM | hit rate 0.083% among 340,000 | AID 504634; in the data active = inhibition mostly above about 23%, no sharp cut-off; inactive = mostly below about 18%;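 note: 0% = cells with DMSO and 100% = no-cell wells with DMSO; some compounds called inactive have numbers as strong as hits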
Target sequence (P47898 whole entry, looked up): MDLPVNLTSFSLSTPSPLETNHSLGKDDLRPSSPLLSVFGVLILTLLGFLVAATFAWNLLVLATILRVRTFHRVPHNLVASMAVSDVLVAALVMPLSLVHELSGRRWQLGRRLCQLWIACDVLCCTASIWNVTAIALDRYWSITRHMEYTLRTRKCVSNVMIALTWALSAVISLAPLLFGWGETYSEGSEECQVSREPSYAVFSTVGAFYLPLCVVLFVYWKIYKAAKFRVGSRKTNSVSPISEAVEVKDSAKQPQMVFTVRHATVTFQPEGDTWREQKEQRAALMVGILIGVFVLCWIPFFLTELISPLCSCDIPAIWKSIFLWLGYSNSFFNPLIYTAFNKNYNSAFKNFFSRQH
PKA-R1A activ: PKA-R1A complex activation. AID 504707. hit rate 0.083% among 340,000. PKA-R1A dissociation, Cy5-IP20 fluorescence polarization; scaled: DMSO 0%, 113 µM cGMP 100%. P00514+P68181. activation, % at 11.4 µM;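 active = percent activation above the mean of all tested compounds plus 3 SD, cut at about 19% in these data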;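 note: higher means more PKAc released from R1A so a rise in polarization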
PKA-R2B act: activators of human PKA-R2B complex; P22694+P31323; PKA-R2B holoenzyme dissociation, Cy5-IP20 fluorescence polarization; R2B truncated from residue 108, S112A mutant; 0% DMSO only, 100% 113 µM cGMP; activation, % at 11.4 µM; hit rate 0.079% among 340,000; AID 504700;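 active = activation above a cutoff set at the mean over all compounds plus 3 SD, cut at about 18% in these data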;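 note: higher means more holoenzyme dissociation and a rise in polarization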
Target sequence (P31323 whole entry, looked up, other chains not shown, the tested form may be a part): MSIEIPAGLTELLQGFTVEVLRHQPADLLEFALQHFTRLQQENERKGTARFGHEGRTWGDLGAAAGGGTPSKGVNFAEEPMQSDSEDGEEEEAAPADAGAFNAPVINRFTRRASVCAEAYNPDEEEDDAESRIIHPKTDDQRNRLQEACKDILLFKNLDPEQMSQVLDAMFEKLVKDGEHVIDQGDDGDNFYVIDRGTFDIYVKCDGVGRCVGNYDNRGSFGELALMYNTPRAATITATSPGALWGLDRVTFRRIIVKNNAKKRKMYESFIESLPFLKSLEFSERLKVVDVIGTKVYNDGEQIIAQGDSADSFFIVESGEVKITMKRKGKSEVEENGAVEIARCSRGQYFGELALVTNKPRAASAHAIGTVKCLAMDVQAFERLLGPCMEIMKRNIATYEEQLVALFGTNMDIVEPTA
Ecoli viability: counter-screen for AddAB inhibitors: E. coli growth inhibition. E. coli V3065 growth, OD600 absorbance, 18 h. inhibition, % at 11.9 µM. hit rate 0.27% among 330,000. AID 449728;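 active = inhibition above the campaign's mean inhibition across all tested compounds plus 3 SD, cut at about 9.9% in these data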;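 note: uninfected addAB+ strain grown without phage in ampicillin broth; 0% = DMSO wells and 100% = ciprofloxacin 0.95 µg/ml wells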
OPRM1-OPRD1 inv: inverse agonist of human OPRM1-OPRD1 heterodimerization. P35372+P41143. cell-based MOR-DOR heterodimer luminescence, inverse agonism. inhibition, % at 9.3 µM. hit rate 0.21% among 340,000. AID 504357; in the data active = inhibition above about 22%, passing the limit was not always enough;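 note: 0% = cells with DMSO and 100% = wells without cells with DMSO; values of inactives mirror those of a sister screen read the other way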
Tat transport: blocks Tat-dependent protein export in E. coli. E. coli MC4100 TorA-mCherry Tat export, fluorescence. inhibition, % at 10 µM. hit rate 0.036% among 340,000;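 active = mean replicate inhibition at least 50% and at least half of replicates individually reaching 50%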;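 note: exported cargo escapes ClpAP degradation while cytoplasmic cargo is degraded and loses fluorescence; 0% = median of neutral control wells and 100% = median of NaSCN control wells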
AddAB inh: less growth of phage-infected E. coli with AddAB. E. coli expressing H. pylori AddAB, absorbance growth. inhibition, % at 11.9 µM. AID 435030. hit rate 0.29% among 330,000; in the data active = inhibition above about 12%;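 note: 0% = vehicle wells of infected cells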
Mot1-301 SUMO: inhibitors of SUMOylation pathway: yeast Mot1-301 growth rescue. S. cerevisiae Mot1-301 growth rescue, ATP luminescence, 38.5C; percent above DMSO median, 100 means doubled. growth rescue, % at 18.8 µM. hit rate 1% among 320,000;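 active = every valid replicate shows activation above 250% relative to neutral control wells; inactive = the rest, any valid replicate at or below 250%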;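 note: OY570 slx delta 5 strain wells were the positive control but not used for scaling; some compounds called inactive have numbers as strong as hits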
PfHsp90 set2: reduces growth (ATP signal) of yeast expressing P. falciparum Hsp90; S. cerevisiae expressing PfHsp90, BacTiter-Glo ATP, 48 h; yeast lacking PDR1 and PDR3 efflux regulators; inhibition, % at 9.4 µM; hit rate 0.32% among 310,000; AID 504621;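 active = every replicate shows inhibition above about 80%, whatever the replicate mean, limit read from the data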;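 note: 0% = DMSO neutral controls and 100% = 20 µM radicicol positive controls; yeast relying on Plasmodium falciparum Hsp90 in place of its own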
OPRM1-OPRD1 ag: agonists of human mu-delta opioid receptor heterodimerization. cells, OPRM1-OPRD1 heterodimerization, luminescence. activation, % at 9.3 µM. hit rate 0.3% among 340,000; in the data active = activation above about 18%;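 note: 0% = vehicle-treated cells and 100% = reference agonist; values of inactives mirror those of a sister screen read the other way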
Numbers without * were called inactive; nt = not tested or not shown; & = joins results of further samples.

SMILES	phage Ecoli inh	HTR5A inv ag	PKA-R1A activ	PKA-R2B act	Ecoli viability	OPRM1-OPRD1 inv	Tat transport	AddAB inh	Mot1-301 SUMO	PfHsp90 set2	OPRM1-OPRD1 ag
CCC1=C(OC(=O)N(CC)CC)N2C(=O)OC(=NCCc3c[nH]c4ccccc34)[C@]2(Cc2ccccc2)[C@H]2C1=CC[C@H]1C(=O)N(CC(=O)OC)C(=O)[C@H]12	-1.0	-10	-6	-1	-1.7	-2	5	0.2	-15	12	0.5
O=[N+]([O-])c1cccc(S(=O)(=O)c2ccc(NCCOCCO)c([N+](=O)[O-])c2)c1	0.8	-8	0	3	3.2	-15	-6	1.0	-7	2	3.4
O=c1cc(CN2CCN(Cc3ccccc3)CC2)c2cc(Cl)ccc2o1	0.9	-6	-6	0	nt	2	2	nt	nt	1	-0.4
COc1ccccc1CNC(=S)Nc1ccc2nc(N3CCN(C)CC3)cc(C)c2c1	3.6	-199	2	-4	-0.5	11	15	1.6	nt	-36	-2.1
COc1ccc(N(CC(=O)Nc2ccccc2F)S(=O)(=O)c2ccc(C)c([N+](=O)[O-])c2)cc1	5.1	17	4	-7	-2.1	18	11	-0.8	-11	12	-3.7
Cc1ccc(NC(=O)CN2C(=O)N/C(=C\c3cccnc3)C2=O)cc1	1.6	-23	-1	3	-1.5	1	-2	0.9	1	38	-0.3
Cc1ccc(C(=O)C2=C(O)C(=O)N(c3ncccn3)C2c2ccc(F)cc2)o1 (stereo not drawn)	-0.2	-22	-12	-13	-1.1	7	3	2.1	2	-7	-1.4
COc1ccc(/C=N/NC(=O)c2cccc(NC(=O)c3ccccc3Cl)c2)c(OC)c1	5.0	6	-5	-3	0.3	-11	1	2.5	-5	6	2.0
COc1ccc(-c2c(NC(=O)CC(C)C)n(C)c3ccccc3c2=O)cc1OC	0.9	-2	-4	-3	1.2	8	-6	2.9	158	4	-1.9
CC(C)Nc1nc(-c2cccnc2)nc(-c2ccccc2)c1C#N	2.0	-1	0	4	-2.3	19	0	-4.4	-32	13	-4.4
O=C(COC(=O)c1cccs1)Nc1ccccc1C(F)(F)F	-0.4	-11	0	-8	1.4	13	-4	-3.1	-5	-10	-2.6
CN1CCc2c(C#N)c(N3CCCCC3)nc(NCc3ccccc3)c2C1	2.8	4	3	-9	-0.4	-35	7	0.2	44	nt	6.0
COc1ccc(N2C(=O)CC(N3CCN(S(=O)(=O)c4c(F)cccc4F)CC3)C2=O)cc1OC (stereo not drawn)	1.8	-10	-3	-5	-1.5	3	7	-3.8	-20	nt	-0.5
CC1CC(=O)N(c2ccc(NCCc3ccc(O)cc3)c([N+](=O)[O-])c2)C1=O (stereo not drawn)	2.6	10	-7	-1	-2.3	12	0	-0.6	-4	1	-2.6
Cc1ccc(C(=O)NCCSc2ccc(Cl)cc2)cc1S(=O)(=O)Nc1ccccc1	1.9	-11	0	-13	0.9	-24	6	1.1	3	7	3.9
CN(C)/C=N/C1=C(C#N)C(c2ccc(Br)cc2)c2ccc3ccccc3c2O1 (stereo not drawn)	0.2	3	-9	1	0.3	0	-1	2.3	-2	-20	0.0
CCOc1cc(C)c(S(=O)(=O)Nc2ccc(Cl)cn2)cc1C	0.9	-3	9	10	-1.8	-4	-2	4.3	-10	-17	0.7
Cc1cccc(NC(=O)c2ccc(-c3ccccc3[N+](=O)[O-])o2)c1	2.5	2	-8	-1	1.2	-11	-3	2.7	42	-16	2.1
O/N=C1/CC/C(=N\O)c2nn(-c3ccccc3)nc21	1.5	-6	-8	-2	-1.3	10	4	1.5	1	nt	-1.8
COc1ccc(CC(=O)N(C)CC(=O)Nc2ccccc2SC)cc1	0.3	-18	-3	-6	-0.4	13	-7	3.7	240	25	-2.0
COc1ccc(CNC(=O)c2cc(C3CC3)nc3c2cnn3C(C)C)cc1	3.9	11	1	-11	1.2	8	17	1.6	-11	-16	-2.1
CCn1cc(C(=O)OC)c(=O)c2ccc(C)nc21	3.7	6	-4	-10	3.0	10	3	1.6	-20	42	-2.0
O=C(O)c1ccc(CNCc2cccc(Oc3ccccc3)c2)cc1	5.4	10	-6	1	-0.7	10	-2	-1.1	189	5	-2.2
COc1ccc(/C=C(/NC(=O)c2ccccc2)c2nc3ccc(Cl)cc3[nH]2)cc1OC	2.1	3	-4	-1	1.3	8	-3	-1.0	-3	11	-1.3
CCCC(=O)NC1CCc2cc(OC)c(OC)c(OC)c2-c2ccc(OC)c(=O)cc21 (stereo not drawn)	1.7	-2	-10	-4	nt	9	1	nt	nt	-5	-2.0
Cc1cc(=O)oc2cc(OCCSc3nnc(-c4ccccc4)o3)ccc12	1.2	-14	15	15	-0.9	7	2	2.3	20	19	-1.2
CCCc1nnc(NC(=O)CCC(=O)N2CCN(S(=O)(=O)c3ccc(C)cc3)CC2)s1	-1.2	-8	-5	-8	0.8	12	-1	2.0	-6	-9	-2.3
Cc1cccc(C)c1NC(=O)CNC(=O)C1CCCN(C(=O)c2ccc(Cl)cc2)C1 (stereo not drawn)	0.9	-14	3	9	-0.5	12	0	0.9	6	-12	-2.9
CC(Oc1ccccc1F)C(=O)NNC(=O)c1ccc(F)c(S(=O)(=O)N2CCOCC2)c1 (stereo not drawn)	2.2	3	-5	-4	nt	4	-6	nt	-9	-3	-0.7
Cc1ccc(CN2CCN(Cc3c(C)nn(-c4ccc(F)cc4)c3C)CC2CCO)o1 (stereo not drawn)	2.1	11	-3	-5	-0.7	-44	-1	0.7	-9	22	8.6
CC(C)(COC(=O)C(c1ccccc1)c1ccccc1)CN1CCOCC1	2.7	2	-3	-6	nt	-9	11	nt	nt	-13	1.8
COc1ccc(C(=O)Nc2cccc(C(=O)N3CCCCC3)c2)cc1	3.0	-18	-5	-8	-0.4	-9	-6	-2.1	-9	-42	1.3
CCCNC(=O)c1ccc(COc2ccc(CCC)cc2OC)o1	-2.0	4	-3	1	2.4	16	-2	2.3	74	-5	-3.1
C=CCOC(=O)C1=C(C)OC(N)=C(C#N)C1c1ccc(OC)c(CSc2ccccn2)c1 (stereo not drawn)	5.2	-1	-8	-9	-1.5	4	-8	4.2	-9	-4	-0.5
CC1(C)C2CCC1(C)C(OC(=O)c1ccccc1C(=O)O)C2 (stereo not drawn)	-1.2	-6	4	-1	-1.8	15	4	1.6	16	-92	-2.7
C=CCC[C@@H](Cc1ccc(F)cc1)C(=O)OC[C@@H](Cc1c[nH]c2ccccc12)NC(=O)[C@@H](CC=C)CC(=O)N[C@H](CO)Cc1ccccc1	-0.8	20	8	-10	-3.1	2	1	-4.3	-13	-30	-0.4
Cc1ccc(S(=O)(=O)N2CCCCC2)cc1NC(=O)c1cnccn1	1.9	16	0	-8	nt	19	3	nt	nt	nt	-3.7
COc1ccc(C(=O)/C=C\c2ccc(NC(=O)c3cccs3)cc2)cc1	-1.6	1	-7	-6	2.1	1	3	1.0	-9	11	-0.2
Cc1sc(NC(=O)CSc2nnc(N)s2)c(C#N)c1C	0.4	-3	-2	1	0.6	-1	2	2.5	-17	0	0.1
O=C1CCC(=O)N1OCCCOc1ccccc1	1.6	16	-15	-8	0.5	12	1	1.9	-6	17	-2.3
Cc1occc1C(=O)Nc1cc(C(F)(F)F)ccc1Cl	2.2	-19	10	0	-3.6	-10	-5	1.2	4	-12	1.6
N=c1ccn2c(n1)O[C@H]1[C@H](O)[C@@H](CO)O[C@H]12	1.4	-1	-3	3	nt	15	8	nt	-16	43	-3.2
O=C(NNC(=O)c1n[nH]c(=O)c2ccccc12)c1ccc(Br)cc1	1.9	20	0	-2	-0.8	6	-5	0.9	-8	-8	-1.1
COc1ccc(OC)c(C2C(C(=O)c3ccco3)=C(O)C(=O)N2CCN2CCOCC2)c1 (stereo not drawn)	1.6	2	19*	2	0.0	15	1	0.6	18	18	-2.7
O=C(NC[C@@H]1CC[C@@H](Cc2ccc(-c3ccccc3)cc2)O1)Nc1ccc(Br)cc1	1.2	1	-6	-2	2.0	-10	-7	1.1	nt	11	2.2
O=C(Cc1ccccc1[N+](=O)[O-])NC1CCN(Cc2ccccc2)CC1	1.0	-3	-1	7	0.6	-8	3	-1.9	-11	0	1.7
O=S(=O)(c1ccc(F)cc1)N1CCN(c2ccccc2)CC1	-1.1	5	15	-8	1.4	2	12	4.9	-6	32	-0.4
COc1ccc(NC(=O)C2CCCN(S(=O)(=O)c3ccccc3)C2)c(OC)c1 (stereo not drawn)	1.4	-14	-9	-9	-0.5	5	1	-0.6	-2	3	-1.3
CC1CCC2C(=O)N(c3ccccc3OC(=O)c3ccccc3)C(=O)C2C1 (stereo not drawn)	3.4	5	9	11	1.1	15	2	-0.7	-27	nt	-3.1
O=C(COn1nnc2ccc(C(F)(F)F)cc21)Nc1nnc(-c2ccccc2)o1	-2.4	-28	11	-1	-0.9	17	-6	-1.9	11	-40	-4.0

Later entries:
SMILES	phage Ecoli inh	HTR5A inv ag	PKA-R1A activ	PKA-R2B act	Ecoli viability	OPRM1-OPRD1 inv	Tat transport	AddAB inh	Mot1-301 SUMO	PfHsp90 set2	OPRM1-OPRD1 ag
CC(=O)Nc1ccc(NC(=O)C(C)OC(=O)C(C)SCC(=O)Nc2ccc(F)cc2)cc1 (stereo not drawn)	2.7	-7	-7	-2	-0.4	-10	-9	1.9	-2	-12	1.5
N#C/C(=N\O)c1nc(-c2ccccc2)cs1	3.1&3.8	24&0	-3&-3	-10&-3	2.2&0.4	11&19	32&-5	6.5&1.9	200&121	-12	-2.1&-4.3
Cc1ccccc1-n1ccnc1SCC(=O)O	1.3	27	-2	-2	0.8	-6	-1	0.0	-11	-3	1.1
CCn1c(=O)c(C(=O)CN(C)Cc2cccc(OC)c2OC)c(N)n(Cc2ccccc2)c1=O	-3.3	2	2	-1	0.5	11	2	1.7	3	17	-2.5
CC1CCC(NC(=O)CCN2C(=O)C3CC=CCC3C2=O)CC1 (stereo not drawn)	-0.4	-29	4	-12	1.5	15	3	1.7	-2	8	-3.8
CCSc1nnc2c3cc(CC)ccc3n(C)c2n1	nt	-33	-3	-17	nt	-1	-1	nt	1	3	0.2
COc1cccc(C2=NOC(C(=O)Nc3cccnc3)C2)c1 (stereo not drawn)	1.6	-23	-1	7	1.7	-2	-1	3.5	-4	-40	0.3
CCCn1c(C)cc(/C=C(\C#N)C(=O)OCC(=O)Nc2cccc(OC)c2)c1C	3.2	-1	-18	9	2.1	10	-1	4.2	-2	-3	-1.6
CCn1c2ccc(F)cc2c2nnc(SCCN3CCOCC3)nc21	1.2	-9	3	-2	-2.2	2	-2	0.2	-11	17	-0.3
Cc1cnc(C(=O)Nc2nc(-c3ccccc3)cs2)cn1	-0.6	-6	7	-1	-0.9	1	-1	4.0	5	12	-0.2
O=C(NCc1ccccc1F)c1ccc(S(=O)(=O)Nc2cccc(C(F)(F)F)c2)cc1	0.9	-20	9	1	-1.2	-15	14	0.0	-5	11	2.9

High-throughput results (PubChem BioAssay)
